PHOSPHO1 inh – inhibitors of human PHOSPHO1 phosphatase; recombinant PHOSPHO1, absorbance phosphatase assay; inhibition, % at 13.3 µM; 290,000 tested, 1.1% active; in the data active = inhibition above about 60%
VIM-2 inhibitor – inhibitors of Pseudomonas aeruginosa VIM-2 metallo-beta-lactamase; purified VIM-2, nitrocefin hydrolysis, epi-absorbance fluorescence; inhibition, % at 5.6 µM; 290,000 tested, 0.89% active;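 active = inhibition above the mean of all tested compounds plus 3 SD, cutoff set per screening run, cut at about 7.5% in these data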;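 note: red hydrolysis product quenches plate fluorescence so inhibitors raise well fluorescence; 0% = enzyme with DMSO and 100% = DMSO without enzyme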
NS3 helicase inh – blocks Hepatitis C virus NS3 helicase unwinding. NS3 helicase DNA unwinding, Cy5 molecular beacon fluorescence. inhibition, % at 10.9 µM. 290,000 tested, 0.56% active. AID 1800;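 active = inhibition above the mean of all tested compounds plus 3 SD, set per campaign, cut at about 35% in these data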;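 note: 0% = DMSO wells and 100% = thioflavine S control wells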
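Assay system – hepatitis C virus NS3 helicase domain fragment enzyme · Buffer or medium – MOPS pH 6.5, MgCl2, DTT, Tween20, BSA · Reagent – Cy5/quencher beacon DNA duplex and ATP to start · Compound – single 10.9 µM dose · Timing – 1 h at 25 °C · Technique – Cy5 beacon fluorescence read at start and 1 h · Measure – % inhibition of unwinding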
pCIP destab – compounds decreasing mouse p/CIP protein stability; AID 1984; Q05BA5; 290,000 tested, 0.01% active; decrease of EGFP signal, % at 10 µM; F442A p/CIP-EGFP cells, EGFP fluorescence, 16 h;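 active = EGFP signal decrease of at least 30% at 10 µM or well 3 SD below plate mean, unless failing retest; inactive = the rest, including hits failing retest or dose response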; note: some compounds called inactive have numbers as strong as hits; many of its hits are not listed in these tables
Target sequence (Q05BA5 1-1403): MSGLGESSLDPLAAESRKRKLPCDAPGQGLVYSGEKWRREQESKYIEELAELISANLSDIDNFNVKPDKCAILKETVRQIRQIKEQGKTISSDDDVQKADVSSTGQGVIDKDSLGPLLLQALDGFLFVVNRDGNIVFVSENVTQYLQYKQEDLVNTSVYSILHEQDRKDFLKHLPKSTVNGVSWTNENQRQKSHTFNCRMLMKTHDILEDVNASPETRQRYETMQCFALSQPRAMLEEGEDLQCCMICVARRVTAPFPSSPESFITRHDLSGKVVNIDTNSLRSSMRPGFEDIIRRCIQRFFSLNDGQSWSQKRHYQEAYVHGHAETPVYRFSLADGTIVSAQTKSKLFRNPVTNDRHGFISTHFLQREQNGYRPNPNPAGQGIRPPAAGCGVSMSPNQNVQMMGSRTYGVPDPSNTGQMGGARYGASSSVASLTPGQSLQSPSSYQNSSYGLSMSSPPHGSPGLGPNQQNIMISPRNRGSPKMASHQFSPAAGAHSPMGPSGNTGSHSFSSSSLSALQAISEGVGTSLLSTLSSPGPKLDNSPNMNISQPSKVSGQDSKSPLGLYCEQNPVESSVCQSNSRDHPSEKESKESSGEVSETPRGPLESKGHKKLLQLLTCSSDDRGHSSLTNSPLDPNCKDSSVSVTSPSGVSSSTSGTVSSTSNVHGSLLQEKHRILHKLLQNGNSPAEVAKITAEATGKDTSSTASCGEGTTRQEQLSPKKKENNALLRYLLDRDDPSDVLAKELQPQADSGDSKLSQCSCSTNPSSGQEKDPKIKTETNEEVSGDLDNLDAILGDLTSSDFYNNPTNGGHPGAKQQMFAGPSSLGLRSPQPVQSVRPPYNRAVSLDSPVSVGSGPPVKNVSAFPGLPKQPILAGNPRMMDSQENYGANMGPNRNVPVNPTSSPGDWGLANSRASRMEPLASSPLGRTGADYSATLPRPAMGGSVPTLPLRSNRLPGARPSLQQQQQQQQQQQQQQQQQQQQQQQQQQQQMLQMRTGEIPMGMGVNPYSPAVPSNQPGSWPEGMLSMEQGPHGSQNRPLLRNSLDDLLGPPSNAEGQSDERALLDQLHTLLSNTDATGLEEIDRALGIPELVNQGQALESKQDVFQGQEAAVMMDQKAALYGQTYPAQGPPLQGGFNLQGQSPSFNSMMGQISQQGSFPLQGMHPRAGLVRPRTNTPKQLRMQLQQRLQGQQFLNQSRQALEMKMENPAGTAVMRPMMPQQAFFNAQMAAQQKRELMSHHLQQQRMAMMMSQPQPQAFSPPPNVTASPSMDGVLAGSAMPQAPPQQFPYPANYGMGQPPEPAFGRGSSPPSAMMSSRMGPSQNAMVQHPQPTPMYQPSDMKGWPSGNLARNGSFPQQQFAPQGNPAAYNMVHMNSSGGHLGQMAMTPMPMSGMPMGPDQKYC
IDE cell activ – boosts human insulin-degrading enzyme activity in HEK cells; activation, % at 5.96 µM; FAbeta-B cleavage, fluorescence polarization; 0% vehicle, 100% cell-free pure enzyme wells; 340,000 tested, 0.073% active; AID 493087;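 active = activation above the mean of all tested compounds plus 3 SD, set per screening campaign, cut at about 17% in these data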
FID counter – fluorescent intercalator displacement, NS3 helicase counter-screen | DNA fluorescent intercalator displacement, fluorescence | 290,000 tested, 0.17% active | inhibition, % at 7.9 µM; in the data active = inhibition above about 37%;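 note: 0% = vehicle and 100% = reference compound; higher means more ethidium bromide displaced from hairpin DNA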
IMP-1 inh – blocks Pseudomonas aeruginosa IMP-1 metallo-beta-lactamase; purified IMP-1, nitrocefin hydrolysis, epi-absorbance fluorescence; inhibition, % at 5.6 µM; 290,000 tested, 0.45% active;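 active = inhibition above the mean plus 3 SD of all compounds in the same screening run, cut at about 4.5% in these data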;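 note: 0% = IMP-1 with DMSO and 100% = DMSO wells lacking enzyme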
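assay system = purified recombinant IMP-1 metallo-beta-lactamase enzyme | schedule = 15 min preincubation plus 25 min reaction at 25 °C | signal = Epi-absorbance fluorescence, 480 nm excitation, 530 nm emission | read-out basis = percent inhibition from optical density relative to buffer-blank wells | controls = IMP-1 with DMSO as 0%, enzyme-free DMSO as 100%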
SUMO HTRF inh – inhibitors of human SUMOylation (UBC9). P63279. HTRF SUMOylation assay, SAE1/SAE2 + UBC9, in vitro. inhibition, % at 35 µM. 290,000 tested, 0.36% active. AID 2006; in the data active = inhibition above about 50%, passing the limit was not always enough; note: strong numbers were not always called active
MEKK3 PB1 HTS – raises or lowers MEK5 binding to the human MEKK3 PB1 domain; bead-based flow cytometry, Alexa488-MEK5 binding to MEKK3; actives lie on both sides; 0 = blocked by unlabeled MEK5, 100 = vehicle; 290,000 tested, 1.4% active; Q99759; binding response (% of control), % at 10 µM; AID 1529;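 active = binding response more than 3 SD above or below the average of its plate-row segment, actives on both sides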;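 note: Alexa488 bead fluorescence after subtracting the streptavidin-only scavenger bead signal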
Numbers without * were called inactive. An excerpt (hit frequency here may not be typical).

For COC(=O)C1CCN(C(=O)[C@H](C)NC(=O)C2CC(=O)N(c3ccc(F)cc3)C2)CC1 (stereo partly specified) the results were PHOSPHO1 inh 33, VIM-2 inhibitor -0.5, NS3 helicase inh 4, pCIP destab -3, IDE cell activ 3, FID counter -11, IMP-1 inh -2.8, SUMO HTRF inh 12 and MEKK3 PB1 HTS 103.
`O=C(/C=C\c1ccc2c(c1)OCO2)Nc1nnc(SCC(=O)OCc2ccccc2)s1` gave PHOSPHO1 inh 4, VIM-2 inhibitor -0.1, NS3 helicase inh 17, pCIP destab 8, FID counter -5, IMP-1 inh -1.0, SUMO HTRF inh 17 and MEKK3 PB1 HTS 101.
`O=C(NCc1ccccc1)[C@@H]1C[C@H]1[C@@H](NP(=O)(c1ccccc1)c1ccccc1)c1ccccc1` gave PHOSPHO1 inh 8, VIM-2 inhibitor -4.5, NS3 helicase inh -20, pCIP destab -6, IDE cell activ 8, FID counter -43, IMP-1 inh -4.5, SUMO HTRF inh -2 and MEKK3 PB1 HTS 112.
CCOC(=O)N1CCC(NS(=O)(=O)c2cc(C(=O)OC)n(C)c2)CC1 was read as PHOSPHO1 inh 0, VIM-2 inhibitor -1.0, NS3 helicase inh 6, pCIP destab -3, IDE cell activ 3, FID counter -14, IMP-1 inh -4.7, SUMO HTRF inh 2 and MEKK3 PB1 HTS 100.
For COc1ccc(Cl)cc1Nc1nc2ccc(C)cc2n2cnnc12 the results were PHOSPHO1 inh 26, VIM-2 inhibitor -2.6, NS3 helicase inh 1, pCIP destab -5, IDE cell activ 6, FID counter -8, IMP-1 inh 0.7, SUMO HTRF inh 19 and MEKK3 PB1 HTS 103.
For Nc1c(-c2ccc(Cl)cc2)cnc2c(-c3ccc(F)cc3)cnn12 the results were VIM-2 inhibitor -3.3, NS3 helicase inh -6, pCIP destab 6, IDE cell activ 3, FID counter -2, IMP-1 inh -2.4, SUMO HTRF inh -1 and MEKK3 PB1 HTS 105.
Screening CC(Oc1ccccc1)C(=O)Nc1ccccc1F (stereo unspecified) returned PHOSPHO1 inh 8, VIM-2 inhibitor -4.0, NS3 helicase inh -3, pCIP destab -6, IDE cell activ 5, FID counter -2, IMP-1 inh -3.6, SUMO HTRF inh 17 and MEKK3 PB1 HTS 105.
Screening COc1ccc(Cl)cc1C(=O)Nn1cnnc1 returned PHOSPHO1 inh 30, VIM-2 inhibitor -2.3, NS3 helicase inh 2, pCIP destab -2, IDE cell activ 3, FID counter -2, IMP-1 inh -2.0, SUMO HTRF inh 3 and MEKK3 PB1 HTS 104.
Screening COc1ccc(C)cc1NCC(=O)Nc1ccc(C(C)(C)C)cc1 returned PHOSPHO1 inh -19, VIM-2 inhibitor -1.2, NS3 helicase inh 1, pCIP destab -15, IDE cell activ 5, FID counter -9, IMP-1 inh -5.8, SUMO HTRF inh -20 and MEKK3 PB1 HTS 101.
`C/C(=N\NC(=O)Cc1cccn1C)c1cccc2ccccc12` gave PHOSPHO1 inh 12, VIM-2 inhibitor 1.0, NS3 helicase inh 14, pCIP destab -6, IDE cell activ 2, FID counter -21, IMP-1 inh -1.9, SUMO HTRF inh 7 and MEKK3 PB1 HTS 96.
Fc1cc(F)cc(NC(=S)NN2CCOCC2)c1 was read as PHOSPHO1 inh 41, VIM-2 inhibitor -0.6, NS3 helicase inh -13, pCIP destab 5, IDE cell activ 4, FID counter 2, IMP-1 inh -1.8, SUMO HTRF inh 9 and MEKK3 PB1 HTS 104.
Screening O=C(c1ccco1)N1CCN(C(=O)C2CC2)CC1 returned PHOSPHO1 inh 6, VIM-2 inhibitor -0.1, NS3 helicase inh 15, pCIP destab -13, IDE cell activ 0, FID counter -5, IMP-1 inh -1.2, SUMO HTRF inh -4 and MEKK3 PB1 HTS 93.

Ordered by count of non-hydrogen atoms (smallest number first): four of the compounds above
Fc1cc(F)cc(NC(=S)NN2CCOCC2)c1 was read as PHOSPHO1 inh 41, VIM-2 inhibitor -0.6, NS3 helicase inh -13, pCIP destab 5, IDE cell activ 4, FID counter 2, IMP-1 inh -1.8, SUMO HTRF inh 9 and MEKK3 PB1 HTS 104.
`C/C(=N\NC(=O)Cc1cccn1C)c1cccc2ccccc12` gave PHOSPHO1 inh 12, VIM-2 inhibitor 1.0, NS3 helicase inh 14, pCIP destab -6, IDE cell activ 2, FID counter -21, IMP-1 inh -1.9, SUMO HTRF inh 7 and MEKK3 PB1 HTS 96.
For COc1ccc(Cl)cc1Nc1nc2ccc(C)cc2n2cnnc12 the results were PHOSPHO1 inh 26, VIM-2 inhibitor -2.6, NS3 helicase inh 1, pCIP destab -5, IDE cell activ 6, FID counter -8, IMP-1 inh 0.7, SUMO HTRF inh 19 and MEKK3 PB1 HTS 103.
`O=C(NCc1ccccc1)[C@@H]1C[C@H]1[C@@H](NP(=O)(c1ccccc1)c1ccccc1)c1ccccc1` gave PHOSPHO1 inh 8, VIM-2 inhibitor -4.5, NS3 helicase inh -20, pCIP destab -6, IDE cell activ 8, FID counter -43, IMP-1 inh -4.5, SUMO HTRF inh -2 and MEKK3 PB1 HTS 112.

Next entries:
For COc1ccc(CC(=O)NC(C)CCc2ccccc2)cc1 (stereo unspecified) the results were PHOSPHO1 inh 20, VIM-2 inhibitor -2.5, NS3 helicase inh -3, pCIP destab 5, IDE cell activ 3, FID counter -2, IMP-1 inh -2.3, SUMO HTRF inh 16 and MEKK3 PB1 HTS 95.
`Cc1ccc(NC(=O)CSCc2cc(=O)n3cc(C)sc3n2)cc1` gave PHOSPHO1 inh 34, VIM-2 inhibitor -3.4, NS3 helicase inh 12, pCIP destab -6, IDE cell activ -1, FID counter -10, IMP-1 inh -3.5, SUMO HTRF inh 17 and MEKK3 PB1 HTS 97.
Screening O=C(NNc1cc(N2CCOCC2)nc(N2CCOCC2)n1)C12CC3CC(CC(C3)C1)C2 returned PHOSPHO1 inh 10, VIM-2 inhibitor -3.0, NS3 helicase inh -11, pCIP destab -6, IDE cell activ 6, FID counter -15, IMP-1 inh -4.1, SUMO HTRF inh 8 and MEKK3 PB1 HTS 98.
For COc1ccc(F)cc1S(=O)(=O)Nc1ccncc1 the results were PHOSPHO1 inh 15, VIM-2 inhibitor 2.4, NS3 helicase inh -1, pCIP destab 2, IDE cell activ -1, FID counter -2, IMP-1 inh 1.0, SUMO HTRF inh -17 and MEKK3 PB1 HTS 104.
C/C(=N/NC(=O)c1ccncc1)c1ccc(NC(=O)c2ccccc2)cc1 was read as PHOSPHO1 inh 24, VIM-2 inhibitor -0.7, NS3 helicase inh 3, pCIP destab -7, IDE cell activ 2, FID counter -9, IMP-1 inh -1.0, SUMO HTRF inh -8 and MEKK3 PB1 HTS 106.
Screening CCOC(=O)C1=C(CS(=O)(=O)c2ccccc2)NC(=O)NC1c1cccc(OC)c1 (stereo unspecified) returned PHOSPHO1 inh 1, VIM-2 inhibitor 0.0, NS3 helicase inh -8, pCIP destab -6, IDE cell activ 0, FID counter -20, IMP-1 inh -0.7, SUMO HTRF inh 15 and MEKK3 PB1 HTS 101.
`COCc1[nH]nc2c1C(c1ccc(OC)c(OC)c1)C(C#N)=C(N)O2` (stereo unspecified) gave PHOSPHO1 inh -6, VIM-2 inhibitor -2.5, NS3 helicase inh -4, pCIP destab -8, IDE cell activ 7, FID counter 7, IMP-1 inh -0.5, SUMO HTRF inh 16 and MEKK3 PB1 HTS 107.
Screening Cn1c(=O)c2c(nc(Br)n2CCSc2nnnn2-c2ccccc2)n(C)c1=O returned PHOSPHO1 inh -7, VIM-2 inhibitor -3.2, NS3 helicase inh -1, pCIP destab -4, IDE cell activ -2, FID counter -1, IMP-1 inh -2.1, SUMO HTRF inh 4 and MEKK3 PB1 HTS 91.
For CC(C)C1CCN(C(=O)C2CCC(=O)N(CCc3ccc(Cl)cc3)C2)CC1 (stereo unspecified) the results were PHOSPHO1 inh 18, VIM-2 inhibitor -2.4, NS3 helicase inh -7, pCIP destab -16, IDE cell activ 0, FID counter -57, IMP-1 inh -2.1, SUMO HTRF inh 9 and MEKK3 PB1 HTS 107.
O=C(Nc1cccc2ccccc12)c1ccc(Br)o1 was read as PHOSPHO1 inh -27, VIM-2 inhibitor 0.1, NS3 helicase inh -10, pCIP destab -4, IDE cell activ 2, FID counter -3, IMP-1 inh -0.6 and SUMO HTRF inh -12.
CC(C)COc1nc2ccccc2nc1N1CCN(C)CC1 was read as PHOSPHO1 inh 48, VIM-2 inhibitor 0.0, NS3 helicase inh -25, pCIP destab 7, IDE cell activ -1, FID counter -1, IMP-1 inh -1.3, SUMO HTRF inh -1 and MEKK3 PB1 HTS 101.
Screening COc1ccc(-c2c(C)nc3c(-c4ccc(F)cc4)cnn3c2N)cc1 returned PHOSPHO1 inh 7, VIM-2 inhibitor -2.7, NS3 helicase inh 2, pCIP destab -10, IDE cell activ -1, FID counter -4, IMP-1 inh -4.3, SUMO HTRF inh 25 and MEKK3 PB1 HTS 107.
Cc1cc(NC(=O)COC(=O)c2ccccc2[N+](=O)[O-])no1 was read as PHOSPHO1 inh 28, VIM-2 inhibitor 0.3, NS3 helicase inh -14, pCIP destab -9, IDE cell activ -2, FID counter -2, IMP-1 inh -3.1, SUMO HTRF inh 16 and MEKK3 PB1 HTS 89.
`CCCCOc1ccc(C(=O)CCN2CCOCC2)cc1` gave PHOSPHO1 inh 44, VIM-2 inhibitor -2.6, NS3 helicase inh -2, pCIP destab 8, IDE cell activ 2, FID counter -3, IMP-1 inh -3.0, SUMO HTRF inh 2 and MEKK3 PB1 HTS 112.
Screening COC(=O)NNC(=O)C1CCC(C(=O)NNC(=O)OC)CC1 (stereo unspecified) returned PHOSPHO1 inh -19, VIM-2 inhibitor -2.0, NS3 helicase inh -3, pCIP destab -5, IDE cell activ 6, FID counter -1, IMP-1 inh -1.2, SUMO HTRF inh 14 and MEKK3 PB1 HTS 87.
Screening CCOc1ccc(OCC)c(NC(=O)C2CCN(S(=O)(=O)c3c(C)[nH]c(=O)[nH]c3=O)CC2)c1 returned PHOSPHO1 inh 21, VIM-2 inhibitor -4.9, NS3 helicase inh -2, pCIP destab 1, IDE cell activ 1, FID counter -25, IMP-1 inh -1.3, SUMO HTRF inh 1 and MEKK3 PB1 HTS 99.
Screening Cc1ccccc1N1CCN(S(=O)(=O)c2ccc3ccccc3c2)CC1 returned PHOSPHO1 inh 22, VIM-2 inhibitor -5.5, NS3 helicase inh 0, pCIP destab -14, IDE cell activ 3, FID counter -12, IMP-1 inh -3.1, SUMO HTRF inh -2 and MEKK3 PB1 HTS 109.
For Cc1[nH]c(=O)[nH]c(=O)c1/C=N/NC(=O)[C@@H](N)CC(C)C the results were PHOSPHO1 inh 36, VIM-2 inhibitor -2.9, NS3 helicase inh 13, pCIP destab -17, IDE cell activ 0, FID counter -5, IMP-1 inh -2.5, SUMO HTRF inh 0 and MEKK3 PB1 HTS 123.
O=C(O)CCCc1nc2ccccc2s1 was read as PHOSPHO1 inh 19, VIM-2 inhibitor -1.6, NS3 helicase inh 2, pCIP destab -2, IDE cell activ 2, FID counter 1, IMP-1 inh -2.3, SUMO HTRF inh -13 and MEKK3 PB1 HTS 99.

Screens: PubChem, several laboratories
